# POLK inh: qHTS for Inhibitors of Polymerase Kappa; DNA polymerase kappa (Homo sapiens), Q9UBT6; purified Pol kappa, fluorescent DNA synthesis assay, 10 min; Potency, µM (series often up to 107 µM), without a hit: at the top dose activity, negative = inhibition, actives largely listed as inhibitors; 400,000 compounds, 0.53% hits; AID 588579, 2011; note: % is set by controls: 0 for no effect and ±100 for the full control effect
# Target sequence (Q9UBT6 whole entry, looked up): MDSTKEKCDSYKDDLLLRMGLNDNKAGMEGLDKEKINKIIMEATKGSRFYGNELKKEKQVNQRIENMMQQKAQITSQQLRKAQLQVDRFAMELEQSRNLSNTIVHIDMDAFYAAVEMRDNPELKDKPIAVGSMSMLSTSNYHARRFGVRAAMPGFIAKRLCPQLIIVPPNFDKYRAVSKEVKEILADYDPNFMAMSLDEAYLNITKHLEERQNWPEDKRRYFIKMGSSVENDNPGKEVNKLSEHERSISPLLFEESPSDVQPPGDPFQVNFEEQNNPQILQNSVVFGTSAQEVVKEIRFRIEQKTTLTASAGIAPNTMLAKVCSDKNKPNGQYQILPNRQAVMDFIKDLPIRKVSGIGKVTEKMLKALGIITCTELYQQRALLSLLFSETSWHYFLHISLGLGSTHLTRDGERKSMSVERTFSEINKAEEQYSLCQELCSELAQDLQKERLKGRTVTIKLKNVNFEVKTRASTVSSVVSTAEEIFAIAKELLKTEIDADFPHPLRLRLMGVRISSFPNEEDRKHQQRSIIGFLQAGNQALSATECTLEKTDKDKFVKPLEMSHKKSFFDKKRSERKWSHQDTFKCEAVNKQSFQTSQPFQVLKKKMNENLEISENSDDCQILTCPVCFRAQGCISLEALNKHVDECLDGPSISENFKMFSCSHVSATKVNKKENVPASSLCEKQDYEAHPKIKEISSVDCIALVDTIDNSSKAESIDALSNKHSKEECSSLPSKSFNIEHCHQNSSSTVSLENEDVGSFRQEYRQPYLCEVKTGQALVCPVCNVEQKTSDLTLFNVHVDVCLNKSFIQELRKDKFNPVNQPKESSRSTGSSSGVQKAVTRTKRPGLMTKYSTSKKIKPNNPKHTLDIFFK
#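 Enzyme at 10 nM met test compounds for 15 min at room temperature. Substrate addition (50 nM final) began the reaction, which was monitored by fluorescence at 0 and 10 min.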
# BAZ2B inh: qHTS Assay for Inhibitors of BAZ2B; Bromodomain adjacent to zinc finger domain protein 2B (Homo sapiens), Q9UIF8; AlphaScreen BAZ2B-H3K14Ac peptide displacement; Potency, µM (titrated, usually from 114 µM), for the others: top-dose activity change, negative = inhibition, hits mostly inhibitors; 360,000 compounds, 4.4% hits; AID 504333, 2011; note: % is set by controls: 0 for no effect and ±100 for the full control effect; nearly all actives have a fitted effect of over 60% in size
#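 AlphaScreen displacement of biotin-H3(5-23)K14Ac peptide (50 nM final) from BAZ2B (50 nM final) in PBS pH 7.4, 0.01% Tween-20; complex preformed 30 min RT, then compounds (top 110 uM) 30 min RT, beads 20 min dark.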
# JMJD2A Tudor inh: qHTS Assay for Inhibitors of JMJD2A-Tudor Domain; Potency, µM (titrated, usually from 114 µM), for the others: at the highest dose activity change, negative = inhibition, actives largely listed as inhibitors; AlphaScreen JMJD2A-Tudor / H3K4me3 peptide binding; 390,000 compounds, 4.4% hits; AID 504339, 2011; Lysine-specific demethylase 4A (Homo sapiens), O75164; note: % is set by controls: 0 for no effect and ±100 for the full control effect; nearly all actives have a fitted effect of over 50% in size
# G9a block: qHTS Assay for Inhibitors of Histone Lysine Methyltransferase G9a | G9a H3K9 monomethylation, AlphaScreen, 2 h | Histone-lysine N-methyltransferase EHMT2 (Homo sapiens), Q96KQ7 | Potency, µM (highest dose often 102 µM), without a hit: top-dose activity, negative = inhibition, hits mostly inhibitors | 350,000 compounds, 8.8% hits; note: % is set by controls: 0 for no effect and ±100 for the full control effect; nearly all actives have a fitted effect of over 75% in size
#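 Signal arises when biotinylated H3K9 peptide, once monomethylated, bridges streptavidin donor and antibody-captured acceptor beads. Enzyme at 20 nM was preincubated 15 min with test compounds; peptide 500 nM and SAM 20 uM then reacted for 2 h.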
# APEX1 inh: qHTS Assay for Inhibitors of the Human Apurinic/apyrimidinic Endonuclease 1 (APE1); DNA repair nuclease/redox regulator APEX1 (Homo sapiens), P27695; recombinant APE1, TAMRA/BHQ-2 abasic DNA cleavage fluorescence; Potency, µM (titrated, usually from 65.8 µM), for the others: at the highest dose activity change, negative = inhibition, hits mostly inhibitors; 350,000 compounds, 0.35% hits; AID 2517, 2012;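 note: plate controls were vehicle for no effect and reference inhibitor for full effect; nearly all actives have a fitted effect of over 55% in size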
#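 APE1 at 0.75 nM final was preincubated with compound 15 min at room temperature, then 50 nM double-stranded THF abasic-site substrate (5'-TAMRA/3'-BHQ-2) was added. Fluorescence (ex 525/em 598 nm) was read kinetically; third-minus-first read gave activity.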
# Pol eta inh: qHTS for Inhibitors of Polymerase Eta. recombinant Pol eta, fluorescent DNA replication assay. Potency, µM (titrated, usually from 114 µM), for the others: top-dose activity change, negative = inhibition, actives largely listed as inhibitors. 390,000 compounds, 1.2% hits. AID 588591, 2011; note: % is set by controls: 0 for no effect and ±100 for the full control effect
#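 Pol eta at 10 nM preincubated with compounds 15 min at room temperature; reaction started with fluorescent substrate (50 nM final) and read kinetically at 0 and 10 min.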
# POLB inh: qHTS Assay for Inhibitors of DNA Polymerase Beta | P06746 | Pol beta primer extension/strand displacement, fluorescence kinetic | Potency, µM (doses to about 114 µM), without a hit: at the top dose activity change, negative = inhibition, actives largely listed as inhibitors | 340,000 compounds, 1.3% hits | AID 485314, 2010; note: % is set by controls: 0 for no effect and ±100 for the full control effect
#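 Homogeneous kinetic assay of primer extension and strand displacement by 10 nM Pol beta, preincubated 15 min at room temperature with compound before 50 nM substrate (final) was added. Read at 0 and 10 min; four-parameter Hill fit.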
# Pol iota inh: qHTS for Inhibitors of Polymerase Iota; Pol iota fluorescent replication assay, 10 min; Potency, µM (highest dose often 115 µM), inactives show at the highest dose activity, negative = inhibition, most hits filed as inhibitors; 390,000 compounds, 1% hits; AID 588590, 2011
#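 Pol iota at 10 nM preincubated 15 min with compounds at room temperature; reaction started with fluorescent substrate, 50 nM final. Fluorescence read kinetically at 0 and 10 min; buffer-only wells as negative control.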
# BLM helicase inh: qHTS Assay for Inhibitors of Bloom's syndrome helicase (BLM); RecQ-like DNA helicase BLM (Homo sapiens), P54132; recombinant BLM DNA unwinding, fluorescence dequenching; 350,000 compounds, 0.2% hits; Potency, µM (doses to about 56.1 µM), without a hit: top-dose activity change, negative = inhibition, hits mostly inhibitors;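 note: plate controls were vehicle for no effect and no enzyme for full effect; nearly all actives have a fitted effect of over 35% in size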
# Numbers without * were called inactive; ? = inconclusive; / = no result given; & = joins results of further samples; [ ] = dose if it differs, or a comment. Calls come from the whole dose curve; as a rule, active = well fitted curve in the direction sought with a large enough effect; inconclusive = small, poorly fitted or top-dose-only effect, or another doubt; inactive = no such curve, though single readings can be large; an effect the other way counts as inactive or inconclusive. Potency is the fitted concentration of half-maximal effect. Some of the compounds tested (hit frequency here may not be typical).
# Below each SMILES – POLK inh	BAZ2B inh	JMJD2A Tudor inh	G9a block	APEX1 inh	Pol eta inh	POLB inh	Pol iota inh	BLM helicase inh
N/C(=N/O)c1cccn1Cc1ccccc1[N+](=O)[O-]
→ -10%	-19%	-16%	2%	4%	-2%	103%	31%[activator]	-3%
Cc1ccc(NC(=O)COC(=O)COc2cccc3c2OC(C)(C)C3)cc1C
→ 14%	-15%	-4%	13%	-2%	-20%	-5%	4%	-5%
Cc1c(NC(=O)c2ccc(Cl)c([N+](=O)[O-])c2)cccc1-n1cnnn1
→ -20%	/	-23%	/	53%[activator]	-20%	/	11%	/
CSc1ccccc1NC(=O)CO/N=C(\C)c1cc2ccccc2o1
→ -20%	37%	47%[activator]	25%[59 µM]	3%	-5%	26%	10%	-1%
CCOC(=O)CSc1nnc(CNC(=O)c2ccc(OC)cc2OC)n1-c1ccc(OC)cc1
→ 3%	-2%	-3%	-30%	2%	-17%	39%	9%	0%
Cc1nn(-c2ccccc2)c(Cl)c1C(=O)NCC(C)C
→ -1%	0%	21%	2%[59 µM]	1%	-10%	7%	-4%	-1%
O=C(Nc1ncccc1Cl)c1cccc(F)c1
→ -3%	1%	-15%	19%	-1%	-8%	20%	11%	-1%
CN(c1cccc(NC(=O)CN2C(=O)c3ccccc3S2(=O)=O)c1)S(C)(=O)=O
→ -22%	8%	-17%	-41%[59 µM]	0%	-5%	0%	-13%	0%
CCC(CC)NC(=O)Cc1ccccc1OC
→ -6%	5%	-27%	0%[59 µM]	-2%	2%	0%	21%	0%
N#Cc1c(NC(=S)NC(=O)C2CCCC2)sc2c1CCCCC2
→ -20%	-1%	-28%	35µM*	-1%	?	16%[57.1 µM]	16%	-20%
O=C1NC2c3c(Cl)sc(Cl)c3C(=O)C2O1 (stereo unspecified)
→ ?	/	56µM*	/	/	3.2µM*	/	25µM*	/
CC(NC(=O)CN(c1ccccc1F)S(C)(=O)=O)c1ccccc1 (stereo unspecified)
→ -5%	?	-5%	22%	20%	-18%	33%	84%[activator]	-2%
O=C(CO/N=C1\CCCc2nonc21)Nc1ccc(Br)cc1
→ -1%	15%	-10%	-14%	9%	-14%	25%	23%	-7%
COc1ccc(CN(C(=O)c2ccc(C)cc2)C2CCS(=O)(=O)C2)cc1 (stereo unspecified)
→ 0%	-18%	-15%	-1%	14%	-4%	25%	27%	1%
CCOc1ccccc1N1CCN(CC(O)COc2ccc3c(C)cc(=O)oc3c2)CC1 (stereo unspecified)
→ -6%	-4%	-23%	-10%[59 µM]	-8%	-7%	0%	-5%	-6%
COc1ccc(OC)c2[nH]c(=O)c(CCNS(=O)(=O)c3ccc(F)cc3)cc12
→ 3%	-12%	-7%	-7%	-2%	-17%	73%	-14%	-6%
C/C(=N\N=C(c1ccccc1)c1ccccc1)c1ccco1
→ -3%	-31%	-20%	-45%	0%	-16%	-23%	67%[activator]	-5%
NC(=O)CC(NC(=O)c1ccccc1)c1ccc(NC2CCN(Cc3ccccc3)CC2)c([N+](=O)[O-])c1 (stereo unspecified)
→ 6%	?	-27%	50µM*	3%	-22%	0%	9%	2%
Nc1nonc1C(=O)NCCNC(=O)c1ccccc1F
→ -11%	-3%	1%	7%[59 µM]	8%	-10%	4%	7%	3%
Cc1ccc(NC(=O)CN(CCc2ccccc2)S(=O)(=O)c2ccccc2)c(C)c1
→ -12%	5%	6%	-2%[59 µM]	/	-9%	3%	4%	-12%
C(=N\n1cnnc1)/c1ccc(-c2ccccc2)cc1
→ 13%	2%	-6%	7%	0%	-10%	15%	-10%	4%
c1ccc(C(=NNc2nc3ccccc3s2)c2ccccn2)cc1
→ -11%	/	32µM*	/	/	-9%	/	6%	/
CCC1C(=O)NCCN1C(=O)c1ccc2nc(Cc3ccc(OC)cc3)oc2c1 (stereo unspecified)
→ 13%	-8%[57.1 µM]	-10%	-14%	59%[activator]	-10%	3%	6%	0%
N/C(=N\OC(=O)Cc1cccs1)c1ccc([N+](=O)[O-])cc1
→ -3%	?	?	?	0%	8%	?	123%[activator]	-9%
O=C1c2cccc(OCC(=O)N3CCCc4ccccc43)c2CCN1Cc1ccc(F)cc1
→ -4%	-3%	-6%	-6%[59 µM]	-2%	-5%	-20%	0%	-4%
Cc1nc2cc(C(=O)O)ccc2s1
→ -24%	2%	-13%	-12%[59 µM]	12%	-1%	9%	15%	-5%
CC(C)Cn1c(-c2cccnc2)nc2c1c(=O)[nH]c(=O)n2CC(C)C
→ -13%	2%	-5%	-7%	1%	0%	19%	35%[activator]	-4%
CCC(C(N)=O)c1ccccc1 (stereo unspecified)
→ -11%[60.1 µM]	/	/	2%[2.33 µM]	14%	/	/	/	-12%
COc1ccc2cc3cc(C(=O)N4CCCCCC4)oc3nc2c1
→ -1%	0%[57.1 µM]	13%	25%	15%	-10%	-12%	6%	4%
CN1CCN(S(=O)(=O)c2ccc(NN)nc2)CC1
→ -11%	-33%	-24%	?	18%	-11%	/	15%	/

# Full records from above. Order of values: POLK inh, BAZ2B inh, JMJD2A Tudor inh, G9a block, APEX1 inh, Pol eta inh, POLB inh, Pol iota inh, BLM helicase inh
# `Nc1nonc1C(=O)NCCNC(=O)c1ccccc1F` is listed with -11%, -3%, 1%, 7%[59 µM], 8%, -10%, 4%, 7%, 3%
# `CSc1ccccc1NC(=O)CO/N=C(\C)c1cc2ccccc2o1` is listed with -20%, 37%, 47%[activator], 25%[59 µM], 3%, -5%, 26%, 10%, -1%
# `O=C1c2cccc(OCC(=O)N3CCCc4ccccc43)c2CCN1Cc1ccc(F)cc1` is listed with -4%, -3%, -6%, -6%[59 µM], -2%, -5%, -20%, 0%, -4%

# Further entries follow:
# Below each SMILES – POLK inh	BAZ2B inh	JMJD2A Tudor inh	G9a block	APEX1 inh	Pol eta inh	POLB inh	Pol iota inh	BLM helicase inh
CC(C)(C)CC(=O)Nc1ccccc1N1CCN(c2ccc(F)cc2)CC1
→ -10%	-37%	-17%	?	10%	-8%	1%	122%[activator]	-20%
Cc1ccc(CSC2=NCCN2C(=O)C2CC2)cc1
→ 4%	7%	21%	19%[12.7 µM]	-2%	-6%	-2%	19%	2%
Cc1cccc(NC(=O)c2cc(S(=O)(=O)N3CCCCC3)c[nH]2)c1C
→ -22%&-3%	-4%&0%	-19%&-16%	5%	-18%	-6%&-10%	14%&0%	-23%&5%	1%&-3%
COc1cccc2sc(NNC(=O)C3=COCCO3)nc12
→ -4%	4%	-21%	13µM*	-8%	-21%	-17%	160%[activator]	-3%
COc1cc(NC(=O)c2cc(OC)c(OC)c(OC)c2)c2ncccc2c1
→ 19%	/	-8%	/	/	-10%	/	11%	/
CCN(Cc1ccccc1)C(=O)c1cc2c(=O)[nH]c3ccc(C)cc3c2s1
→ -7%	-2%	0%	-3%[59 µM]	/	-12%	16%	4%	-7%
COc1cc(-c2nc(Cn3nnc(C(=O)Nc4cc(C)cc(C)c4)c3C)c(C)o2)cc(OC)c1OC
→ -3%	?	-13%	-34%[59 µM]	/	-12%	7%	-9%	-9%
CC(NC(=O)CN1CCCC1)c1ccccc1 (stereo unspecified)
→ 1%	-6%	-11%	11%	-8%	-1%	-13%	127%[activator]	6%
CCCn1nc(NC(=O)C(C)(C)C)c2cc3cc(OC)ccc3nc21
→ -16%	80%[activator]	86%[activator]	159%[activator]	9%	-2%	24%	13%	-2%
Cc1cc(C)nc(NC(=O)CCN2C(=O)c3ccccc3S2(=O)=O)n1
→ -7%	12%	-16%	1%	-10%	-13%	/	32%[activator]	/
Cc1cc(Nc2ccccc2)nn1C(=O)c1ccc(Cl)cc1
→ -23%	-25%	0%	-24%	-3%	-12%	0%	13%	-6%
O=C(Nc1ccc(Cl)cn1)Nc1ccc(Cl)cn1
→ 0%	-4%	-8%	29%	-1%	-11%	2%	7%	-3%
CN1C(=O)/C(=C/c2ccccc2F)Sc2ccc(C(=O)NCC3CCCO3)cc21 (stereo unspecified)
→ -8%	-22%	-24%	7%	-19%	-20%	19%	-1%	-2%
Cc1ccc(Nc2nc3ccccc3n3cnnc23)c(Cl)c1
→ -17%	-1%	-10%	22%	30%	-12%	8%	-3%	-3%
O=C(O)C1(P(=O)(c2ccccc2)c2ccccc2)CCC1
→ 1%	-4%	-1%	?	13%	-14%	6%	8%	0%
CCN(CC)CCCn1c2c(c(SCC(=O)Nc3ccc(OC(F)(F)F)cc3)nc1=O)CCC2
→ -5%	8%	-15%	?	1%	-19%	/	17%	/
CCCNC(=O)c1ccc(S(=O)(=O)c2ccc(OC)cc2)c([N+](=O)[O-])c1
→ 4%	-14%	-22%	-5%[12.7 µM]	-16%	-14%	2%	1%	-5%
Cc1ccc(-c2csc(N/N=C/c3ccco3)n2)c(C)c1
→ -14%	-10%	-21%	-12%[59 µM]	?	-6%	10%	8%	2%
CCCCNS(=O)(=O)c1ccc(NC(=O)c2c(-c3ccccc3)noc2C)cc1
→ -10%	-6%	-4%	-39%[59 µM]	/	-6%	-3%	-20%	-6%
Cc1cccc(C(=O)c2cn[nH]c2-c2ccc(C)cc2O)c1
→ -1%	8%	-24%	6%[0.501 µM]	-5%	-15%	59%	159%[activator]	2%
COc1ccc(N2C(=O)CSC2c2ccccc2[N+](=O)[O-])cc1 (stereo unspecified)
→ -20%	-28%	-23%	50µM*	-5%	2%	-1%	134%[activator]	-3%
O=C1CSC(=Nc2ccccc2)N1Cc1ccccc1
→ -2%	/	41%[activator]	83%[activator]	11%	-6%	43%	-21%	-10%
COC(=O)c1ccccc1N(C)S(=O)(=O)c1cc2c(cc1C)OCC(=O)N2
→ -8%	-7%	-10%	-38%	-12%	-12%	20%	-10%	1%
COc1ccccc1CNCC(=O)Nc1ccc(N2CCOCC2)cc1
→ 4%[60.1 µM]	50µM*	40µM*	4.5µM*	16%	-9%	-4%	50%[activator]	-15%

# From PubChem
